Source: PubChem (Emory University Molecular Libraries Screening Center)
14-3-3 PPI – 14-3-3 gamma protein interaction modulation | inhibition, % at 40 µM | 160,000 tested, 0.19% active | FP, 14-3-3gamma / TMR-pS259-Raf peptide binding; in the data active = inhibition above about 30%;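 note: 0% = protein plus tracer without compound and 100% = blank with tracer alone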
Target sequence (P61981 whole entry, looked up): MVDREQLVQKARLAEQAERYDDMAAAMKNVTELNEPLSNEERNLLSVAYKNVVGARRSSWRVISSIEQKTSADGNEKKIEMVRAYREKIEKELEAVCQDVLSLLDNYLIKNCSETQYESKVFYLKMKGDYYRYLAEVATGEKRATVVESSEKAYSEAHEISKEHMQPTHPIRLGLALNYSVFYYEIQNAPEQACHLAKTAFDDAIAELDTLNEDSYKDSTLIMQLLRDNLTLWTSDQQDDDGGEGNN
* = called active by the depositor; & = joins results of further samples. Not all compounds are listed; count on the stated rates, not on these rows.

SMILES	14-3-3 PPI
CCc1ccc(NC2CC(=O)N(c3ccc(OC)cc3OC)C2=O)cc1 (stereo unspecified)	-8
Cc1ccc(NC2OC(CO)C(O)C(O)C2O)cc1 (stereo unspecified)	-19
c1ccc(Cn2c(CSc3nnnn3-c3ccccc3)nc3ccccc32)cc1	-7
CC(C)Oc1ccc(C(=O)Nc2c3c(nn2-c2cccc(Cl)c2)CS(=O)C3)cc1 (stereo unspecified)	-10
COc1ccc(CCNC(=O)CCN2C(=O)COc3ccc(C)cc32)cc1OC	6
OCCN1CCN(C2CCN(Cc3ccco3)CC2)CC1	-7
O=C1CC(N2CCN(c3ccc(F)cc3)CC2)C(=O)N1Cc1cccs1 (stereo unspecified)	7
CCc1ccccc1N1CC23C=CC(O2)C(C(=O)OCC(C)C)C3C1=O (stereo unspecified)	-4
COc1ccc(OC)c(/C=c2\sc3nc(-c4cccs4)nn3c2=O)c1	-21
O=C(Oc1ccccc1)c1ccc(-c2ccccc2)cc1	-18
CC1(C)CC2=NN(C(=O)c3ccco3)C(c3ccccc3)C2CO1 (stereo unspecified)	-1
COc1cccc(CNC(=O)CN2N=C(c3ccc(Cl)cc3)CCC2=O)c1	-7
Cc1ccc(N2C(=O)c3ccc(C(=O)OCC(=O)c4ccccc4)cc3C2=O)cc1	1
CCC(=O)N1c2ccc(S(=O)(=O)CCC(=O)NC3CCCC3)cc2CC1C (stereo unspecified)	4&18
C1=C(c2ccccc2)Nc2ncnn2C1c1ccccc1 (stereo unspecified)	-11
CCCS(=O)(=O)c1c(S(=O)(=O)CCC)c2ccc(C(C)=O)cn2c1C(=O)c1ccc(C)cc1	4
O=C(NCc1ccco1)c1cccn2c(=O)c3cc(Br)ccc3nc12	-6
CCc1ccc(-n2c(=O)c3c4c(sc3n(CC(=O)N(CC)CC)c2=O)CCC4)cc1	-5
O=C(NC1CCCCC1)N1CCC(n2c(=O)[nH]c3ccccc32)CC1	-3
CCOc1ccc(-c2nnc3ccc(SCc4ccc(C(=O)OC)o4)nn23)cc1	-13
O=C1C2CC=CCC2C(=O)N1c1ccccc1O (stereo unspecified)	9
COc1ccc(C2C(C(=O)Nc3cc(C(F)(F)F)ccc3Cl)=C(C)NC3=C2C(=O)CCC3)c(OC)c1 (stereo unspecified)	-31
CCOC(=O)CCCCC(=O)c1[nH]c(=O)[nH]c1CN1CCOCC1	-7
CC(C)n1c(=N)c(C(=O)NCc2ccco2)cc2c(=O)n3ccccc3nc21	-8
Cc1cc(NC(=O)CSc2nnc(Cn3c(=O)sc4ccccc43)n2-c2ccccc2C)no1	-2
CC1CCc2c(sc3ncnc(N4CCCC4)c23)C1 (stereo unspecified)	-12
COCC(C)NS(=O)(=O)c1ccc(NC(=O)C(Cc2ccccc2)NC(N)=O)cc1 (stereo unspecified)	-7
Cc1ccc(CCNC(=O)C2CCN(c3nc4ccccc4o3)CC2)cc1	-4
CN(C)c1ccc2c(=O)[nH][nH]c(=O)c2c1	5
CCN(CC)c1nc(C#N)cc(-c2ccccc2)n1	-6
COC(=O)C1=C(C)NC(C)=C(C(=O)OC)C1c1cn(-c2ccccc2)nc1-c1ccc(C)cc1	0
CCC(C)NC(=O)C1CCN(C(=O)c2ccccc2Cl)CC1 (stereo unspecified)	0
O=C(c1cc2n(n1)C(C(F)(F)F)CC(c1ccc(Cl)cc1)N2)N1CCN(Cc2ccccc2)CC1 (stereo unspecified)	-3
CCOC(=O)CSc1nc2c(cnn2-c2ccc(C)c(C)c2)c(=O)[nH]1	4
CCN(CC)CP(=O)(c1ccccc1)c1ccccc1	-2
COc1cccc(NC(=O)Cn2cnc3sc(C)c(S(=O)(=O)N4CCN(c5ccccc5OC)CC4)c3c2=O)c1	-51
CCCc1cc(=O)[nH]c(SCC(=O)Nc2cccc(C(F)(F)F)c2)n1	-7
CCCCc1ccc(C(=O)Nc2ccc(Br)cn2)cc1	-9
Cc1cc(-c2nc(-c3ccccc3)no2)ccc1[N+](=O)[O-]	-2
CCCOc1ccc(-c2nnc(-c3ccncc3)o2)cc1	2
CCOc1ccc(-n2c(=S)sc3c(=O)[nH]c(SCC(=O)Nc4nccs4)nc32)cc1	-13
CC1=NC(C)(C)Cc2c(C)ccc(C)c21	-8
Cn1c(SC/C=C/c2ccccc2)nnc1-c1ccco1	5
O=S(=O)(Nc1cccnc1)c1cccc(C(F)(F)F)c1	0&-5
Cc1ccc2c(c1)c1c3n2CCN(CC(O)CN2CCCCCC2)C3CCC1 (stereo unspecified)	-2
O=S(=O)(NC(c1ccccc1)c1ccccc1)c1cccc2nonc12	-121
O=C(NC1CCCC1)c1cccn2c(=O)c3c4c(sc3nc12)CCCC4	17
CCSCCOC(=O)C1=C(C)NC2=C(C(=O)CC(c3ccc(Cl)cc3)C2)C1c1cccc(Cl)c1 (stereo unspecified)	1
Cc1cc(C(=O)N2N=C(C3CC3)CC2(O)C(F)(F)F)ccc1[N+](=O)[O-] (stereo unspecified)	-4
O=C(NCCCN1CCOCC1)c1cc(-c2ccc(F)cc2)on1	-4&0
Cc1cc(C)cc(-n2ccnc2SCC(=O)Nc2ccc3c(c2)OCCO3)c1	-4&8
CCn1c(NC(=O)c2ccc(COc3ccc(C)cc3[N+](=O)[O-])o2)nc2ccccc21	-3
Cc1ccc(C)c(C(=O)COC(=O)c2ccccc2Nc2ccccc2)c1	-9
O=c1ccn(-c2ccc(Cl)cc2)cc1	-3
COc1ccc(NS(=O)(=O)c2ccc3c(c2)c(=O)n(C)c(=O)n3C)cc1Cl	3
Cc1cc(C)c2nc(Nc3nc(C)c(C)c(=O)[nH]3)nc(C)c2c1	-7
COC(=O)c1nnn(CC(=O)Nc2ccc(OC)c(Cl)c2)c1C(=O)OC	-24
O=c1c(N2CCOCC2)nsn1Cc1ccccc1	-11&-2
O=C(Nc1ccc(O)c(-c2nc3ccccc3s2)c1)c1ccc([N+](=O)[O-])cc1	-40
CC(C)c1ccc(C(O)c2cnc(C(C)C)n2C)cc1 (stereo unspecified)	0

Additional records follow:
SMILES	14-3-3 PPI
Cc1ccsc1C1C=C(c2ccc(Cl)cc2)Nc2nnnn21 (stereo unspecified)	-32
Nc1c(C(=O)c2ccc(Br)cc2)sc2nc(-c3ccccn3)ccc12	-42
Cc1ccc(-c2nc3cc(Cl)ccc3c(=O)o2)cc1C	2
Cc1cc2cc(CCNC(=O)c3c(-c4ccccc4Cl)noc3C)c(=O)[nH]c2cc1C	-5&-11
CCOc1ccc(C(=O)Nc2cc3nn(-c4ccc(OC)c(Cl)c4)nc3cc2C)cc1	-46
CCOc1ccccc1C1C(C(=O)OCCOC)=C(C)NC2=C1C(=O)CC(c1ccccc1)C2 (stereo unspecified)	-3
O=C(Cc1ccccc1)Nc1ccccc1C(=O)OCC(=O)c1ccc(Br)cc1	-10
Cc1cc(N2CCCCC2)nc2ccc(NC(=O)CCC(=O)N3CCN(c4cccc(C(F)(F)F)c4)CC3)cc12	-3
Cc1cccc(NC(=O)c2c(O)c3cccc4c3n(c2=O)CC4)c1C	-9
Cc1cc(NS(=O)(=O)c2ccccc2)c(C)c(S(=O)(=O)c2ccc(Cl)cc2)c1O	-6
COc1cccc(-c2cc(C(F)(F)F)nc(NC(C)c3ccccc3)n2)c1 (stereo unspecified)	1
CC(C)Sc1nnc(Nc2ccccc2)s1	-8
CCOC(=O)C1(C)NC(c2ccccc2F)C2C(=O)N(c3cccc(C(C)=O)c3)C(=O)C21 (stereo unspecified)	-3
COc1ccc(-c2csc(=Nc3ccccn3)n2-c2ccccc2)cc1	-3
CCN(CCNC(=O)C1CCN(c2nnc(-n3cccc3)s2)CC1)c1ccccc1	-2
O=[N+]([O-])c1ccc(N2CCN(Cc3ccccc3)CC2)s1	-38
Cc1cccc2nc(=S)nc(-c3ccccc3)n12	-4
COc1cccc(-n2c(Cc3cc(=O)[nH]c(=O)[nH]3)nnc2SCC(=O)N2CCCCCC2)c1	2
CC1(C(=O)O)CC(=O)N=C2C=CC=CN21 (stereo unspecified)	4
c1ccc(Cc2ccc(OCCn3cncn3)cc2)cc1	-6
CCOc1ccccc1C(=O)N1CCN(c2cccc(Cl)c2)CC1	-4
COc1cc(C2NC(C(=O)O)CS2)ccc1OCc1ccccc1Cl (stereo unspecified)	3
COc1cccc(OC)c1C(=O)Nc1ccc(-c2nc3ccccc3[nH]2)cc1	11
CC(=O)Oc1cccc(N2C(=O)c3cccc(N)c3C2=O)c1	-6
CC(=O)c1cn(CC(=O)NCc2ccc3c(c2)OCO3)c2ccccc12	-4
CCOC(=O)C1=NN(c2ccc(Cl)cc2)C2C(=O)N(c3ccccc3[N+](=O)[O-])C(=O)C12 (stereo unspecified)	-3
COc1ccccc1CNC(=O)CCNS(=O)(=O)c1ccc(Br)cc1	-11
Cc1ccc2c(c1)N(CC(=O)NCCCN1CCCC1)C(=O)CO2	-5
Cn1c(=O)c2c(SCc3ccccc3F)nc(-c3ccc([N+](=O)[O-])cc3)nc2n(C)c1=O	-2
CCOc1ccc(C(C)=O)cc1CN1C(=O)NC2(CCCCC2C)C1=O (stereo unspecified)	-5

In a second layout: 4 of the compounds above
Cc1cccc2nc(=S)nc(-c3ccccc3)n12
  14-3-3 PPI = -4

COc1cccc(-n2c(Cc3cc(=O)[nH]c(=O)[nH]3)nnc2SCC(=O)N2CCCCCC2)c1
  14-3-3 PPI = 2

CC1(C(=O)O)CC(=O)N=C2C=CC=CN21 (stereo unspecified)
  14-3-3 PPI = 4

c1ccc(Cc2ccc(OCCn3cncn3)cc2)cc1
  14-3-3 PPI = -6

Further results
SMILES	14-3-3 PPI
O=C(Cc1csc(Nc2nc(=S)[nH]c3ccccc23)n1)NCc1ccccc1Cl	-20
CC1CCCC(NC(=O)COC(=O)c2ccc(S(=O)(=O)N3CCOCC3)cc2)C1C (stereo unspecified)	-14
CCC(C(=O)N1CCOCC1)n1c(C(=O)OC)cc2occc21 (stereo unspecified)	-1
COC(=O)Nc1ccc(S(=O)(=O)N(C)CC(F)(F)C(F)F)cc1	-4
CCC(C)(c1ccc(C(=O)OC)s1)c1ccc(C(=O)OC)s1	9
O=C1NC(=S)N(c2ccccc2)C(=O)C1C(c1ccc([N+](=O)[O-])cc1)C1C(=O)NC(=S)N(c2ccccc2)C1=O (stereo unspecified)	-20
Cc1ccn2cc(CNS(=O)(=O)c3ccc(Cl)s3)nc2c1	-9
CCC(C)NS(=O)(=O)c1ccc2c(c1)CCN2C(=O)C1CC1 (stereo unspecified)	2
CCOC(=O)c1cnc2cc(C(F)(F)F)ccc2c1Nc1ccccc1OC	-6
O=C(Nc1ccc2oc(-c3cccnc3)nc2c1)c1ccc([N+](=O)[O-])cc1Cl	-40
C=CCSc1ncccc1C(=O)Oc1cccc([N+](=O)[O-])c1	-9
O=C(c1ccccc1)N1CCN(C(=O)c2nn3c(C(F)(F)F)cc(-c4ccc(Br)cc4)nc3c2Cl)CC1	-5
CCn1c2ccccc2c2cc(CN3CCN(S(=O)(=O)c4ccc(C)cc4)CC3)ccc21	-5
CCCn1c(SCc2ccccn2)nc2c1c(=O)n(C)c(=O)n2C	-4
CCCCN(c1ccccc1)c1ncnc2c1cnn2-c1ccccc1	-9
Cc1[nH]c2ccccc2c1SCCNC(=O)Cc1ccccc1	0
Brc1ccc2ncnc(Nc3ccc(N4CCOCC4)cc3)c2c1	-3
CC1CCN(C(=O)CN2C(=O)c3ccccc3S2(=O)=O)CC1	-7
CCOC(=O)C1=C(N)Oc2ccc3ccccc3c2C1c1ccc(Br)cc1 (stereo unspecified)	-1
COc1ccccc1-n1cnc2cc(NS(=O)(=O)c3ccc(Br)cc3)ccc21	-4
Cc1cccc(Oc2ccc(N3C(=O)C4C5C=CC(C5)C4(C)C3=O)cc2)c1C (stereo unspecified)	-11
COc1ccc(C(=O)N2CCN(C(=O)c3ccco3)CC2)cc1	1&-7
COc1cc(-c2noc(-c3ccco3)n2)cc(OC)c1OC	6
CCC1Oc2ccc(C)cc2N(CC(=O)NCC2CCCO2)C1=O (stereo unspecified)	5
O=C(NCCc1ccc(Cl)cc1)c1ccc(CS(=O)(=O)Cc2ccc(F)cc2)o1	-7
COc1ccc(NC(=O)C(=O)NCc2cccnc2)c(OC)c1	0
O=C(NCCCn1ccnc1)Nc1ccc(Cl)c(Cl)c1	-2
COc1ccccc1N(CC(=O)NCc1ccncc1)S(C)(=O)=O	6
COC(=O)c1ccc(CSc2nc3ccccc3c(=O)n2-c2ccc(OC)c(OC)c2)o1	-2
CCOC(=O)c1cc2c(=O)n3ccccc3nc2n(CC2CCCO2)c1=NC(=O)c1ccccc1 (stereo unspecified)	-6

For reference, some entries already given:
SMILES	14-3-3 PPI
O=C(Cc1csc(Nc2nc(=S)[nH]c3ccccc23)n1)NCc1ccccc1Cl	-20
CC1CCCC(NC(=O)COC(=O)c2ccc(S(=O)(=O)N3CCOCC3)cc2)C1C (stereo unspecified)	-14

Continued.
SMILES	14-3-3 PPI
O=C(NCc1cccnc1)C1CCN(S(=O)(=O)N2CCCC2)CC1	3
O=C(COc1ccccc1Cl)Nc1ccc(S(=O)(=O)N2CCOCC2)cc1	4
CCOCCCNC(=O)c1c(C)[nH]c(C(=O)OCC)c1C	1
COc1ccc(S(=O)(=O)Nc2ccccc2I)c2cccnc12	-4
COc1ccc(NC(=O)C2CCC(=O)N2)cc1 (stereo unspecified)	-7
Cc1cc(-c2ccccc2)n2c(nc3ccccc32)c1C#N	-5
CC(C)(C)C1CCc2onc(C(=O)Nc3cccc(C(F)(F)F)c3)c2C1 (stereo unspecified)	-2
